Screens from PubChem BioAssay.
HTR5A ag: counter-screen for OPRM1-OPRD1 agonists: human HTR5A agonism; hit rate 0.61% among 340,000; HTR5A agonist assay, luminescence, cell-based; activation, % at 9.3 µM; P47898; AID 504692; in the data active = activation mostly above about 9.5%, no sharp cut-off; inactive = mostly below about 7.6%;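 note: 0% = cells with vehicle only and 100% = reference agonist; strong numbers were not always called active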
PfHsp90 yeast 2: growth inhibition of yeast expressing Plasmodium Hsp90; S. cerevisiae expressing PfHsp90, BacTiter-Glo ATP, 48 h; yeast lacking PDR1 and PDR3 efflux regulators; inhibition, % at 9.4 µM; hit rate 0.32% among 310,000;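 active = every replicate shows inhibition above about 80%, whatever the replicate mean, limit read from the data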;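 note: 0% = DMSO neutral controls and 100% = 20 µM radicicol positive controls; yeast relying on Plasmodium falciparum Hsp90 in place of its own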
HTR5A inv ag: inverse agonist of human HTR5A in OPRM1-OPRD1 counter-screen. hit rate 0.083% among 340,000. AID 504634. P47898. inhibition, % at 9.3 µM. HTR5A cell line, luminescence, inverse agonism; in the data active = inhibition mostly above about 23%, no sharp cut-off; inactive = mostly below about 18%;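 note: 0% = cells with DMSO and 100% = no-cell wells with DMSO; some compounds called inactive have numbers as strong as hits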
Ecoli viability: bacterial growth inhibition, counter-screen for AddAB inhibitors. E. coli V3065 growth, OD600 absorbance, 18 h. inhibition, % at 11.9 µM. hit rate 0.27% among 330,000;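 active = inhibition above the campaign's mean inhibition across all tested compounds plus 3 SD, cut at about 9.9% in these data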;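 note: uninfected addAB+ strain grown without phage in ampicillin broth; 0% = DMSO wells and 100% = ciprofloxacin 0.95 µg/ml wells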
PKA-R1A act: PKA-R1A complex activation; AID 504707; activation, % at 11.4 µM; PKA-R1A dissociation, Cy5-IP20 fluorescence polarization; scaled: DMSO 0%, 113 µM cGMP 100%; P00514+P68181; hit rate 0.083% among 340,000;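 active = percent activation above the mean of all tested compounds plus 3 SD, cut at about 19% in these data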;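 note: higher means more PKAc released from R1A so a rise in polarization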
Pemphigus Ab inh: blocks pemphigus antibody binding to human desmoglein-3; AID 588358; P32926; DSG3-coupled beads, scFv-anti-DSG3-GFP binding, flow cytometry; stronger effect = lower value; hit rate 0.48% among 310,000; binding (percent of control), % at 10 µM;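 active = binding more than 3 SD below its plate's average and above zero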; note: some compounds called inactive have numbers as strong as hits
OPRM1-OPRD1 ag: OPRM1-OPRD1 heterodimerization agonism | P35372+P41143 | cells, luminescence | activation, % at 9.3 µM | AID 504326 | hit rate 0.3% among 340,000; in the data active = activation above about 18%;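 note: 0% = vehicle-treated cells and 100% = reference agonist; values of inactives mirror those of a sister screen read the other way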
Target sequence (P35372 whole entry, looked up): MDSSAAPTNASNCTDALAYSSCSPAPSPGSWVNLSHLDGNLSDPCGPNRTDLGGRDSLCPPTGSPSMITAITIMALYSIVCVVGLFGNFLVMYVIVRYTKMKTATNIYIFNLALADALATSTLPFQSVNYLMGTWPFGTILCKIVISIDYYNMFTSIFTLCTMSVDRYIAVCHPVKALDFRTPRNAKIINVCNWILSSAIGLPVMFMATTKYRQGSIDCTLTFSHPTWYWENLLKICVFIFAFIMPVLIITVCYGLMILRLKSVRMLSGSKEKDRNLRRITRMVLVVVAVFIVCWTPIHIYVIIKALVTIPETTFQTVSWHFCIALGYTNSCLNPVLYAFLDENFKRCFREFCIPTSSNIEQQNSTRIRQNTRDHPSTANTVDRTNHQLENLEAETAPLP
Target sequence (P41143 whole entry, looked up): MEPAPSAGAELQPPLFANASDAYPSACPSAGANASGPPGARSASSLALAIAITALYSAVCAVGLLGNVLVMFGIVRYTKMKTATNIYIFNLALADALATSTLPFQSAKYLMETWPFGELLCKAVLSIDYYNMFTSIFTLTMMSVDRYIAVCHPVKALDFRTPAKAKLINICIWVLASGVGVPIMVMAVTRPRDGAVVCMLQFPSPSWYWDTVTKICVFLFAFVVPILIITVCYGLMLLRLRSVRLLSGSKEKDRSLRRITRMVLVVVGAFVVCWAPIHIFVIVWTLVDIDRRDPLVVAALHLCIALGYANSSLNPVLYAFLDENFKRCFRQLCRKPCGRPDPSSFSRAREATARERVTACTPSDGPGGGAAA
AddAB inh: less growth of phage-infected E. coli with AddAB | E. coli expressing H. pylori AddAB, absorbance growth | hit rate 0.29% among 330,000 | inhibition, % at 11.9 µM; in the data active = inhibition above about 12%;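 note: 0% = vehicle wells of infected cells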
phage Ecoli inh: E. coli growth loss with phage present; growth absorbance; inhibition, % at 11.9 µM; hit rate 0.26% among 360,000; AID 651602; in the data active = inhibition above about 11%
MOR-DOR inv ag: inverse agonists of human mu-delta opioid receptor heterodimerization. P35372+P41143. cell-based MOR-DOR heterodimer luminescence, inverse agonism. inhibition, % at 9.3 µM. hit rate 0.21% among 340,000. AID 504357; in the data active = inhibition above about 22%, passing the limit was not always enough;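 note: 0% = cells with DMSO and 100% = wells without cells with DMSO; values of inactives mirror those of a sister screen read the other way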
SUMO Mot1 rescue: SUMOylation pathway inhibition by Mot1-301 growth rescue | S. cerevisiae Mot1-301 growth rescue, ATP luminescence, 38.5C; percent above DMSO median, 100 means doubled | growth rescue, % at 18.8 µM | hit rate 1% among 320,000;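 active = every valid replicate shows activation above 250% relative to neutral control wells; inactive = the rest, any valid replicate at or below 250%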;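 note: OY570 slx delta 5 strain wells were the positive control but not used for scaling; some compounds called inactive have numbers as strong as hits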
* hit, by the source's call; nt = not tested or not shown.

1) CCOc1ccc(C2N(c3cc(C)on3)C(=O)C3CCCN32)cc1OC (stereo unspecified)
2) CC1(C)Cc2c(cnn2-c2ccc(F)cc2)C(NC(=O)CCN2CCCC2=O)C1 (stereo unspecified)
3) Cc1cc(Cl)cc(Cl)c1OCCN1CCCC1
4) C=CC[n+]1c(-c2ccccc2)csc1NC(C)(C)C
5) Cc1cccc2sc(N(CCN(C)C)C(=O)C3CCN(S(=O)(=O)c4cccs4)CC3)nc12
6) CCOC(=O)CC(=O)Nc1ncnc2c1C(c1ccccc1)c1c(ccc3ccccc13)O2 (stereo unspecified)
7) N=c1c2c3c(sc2ncn1N)CCCCC3
8) COc1ccccc1CNCc1cc(OC)c(OC)cc1OC
assay / entry	1	2	3	4	5	6	7	8
HTR5A ag	0	4	3	-1	-1	1	2	0
PfHsp90 yeast 2	9	15	-19	-30	nt	-23	10	nt
HTR5A inv ag	-14	-12	-9	2	3	-6	-1	-18
Ecoli viability	3.0	2.5	-2.7	-0.2	0.0	-0.1	-0.3	-2.7
PKA-R1A act	-1	7	-6	-2	-2	-3	2	5
Pemphigus Ab inh	nt	98	115	101	103	109	98	107
OPRM1-OPRD1 ag	-2.0	-2.8	-1.1	-0.8	3.1	1.3	-1.7	-0.3
AddAB inh	3.6	2.4	-2.6	1.9	0.8	0.6	0.5	0.4
phage Ecoli inh	3.3	0.5	1.5	3.6	7.7	0.0	1.8	0.2
MOR-DOR inv ag	13	15	6	4	-16	-7	8	2
SUMO Mot1 rescue	-10	-2	0	9	7	98	-9	1

9) CCCC[C@@H]1CN=C(N)N1CCc1cccc(F)c1
10) CC(=O)Nc1nc(C)c(Oc2cccc(C(F)(F)F)c2)c(=O)[nH]1
11) N#C/C(=C/c1ccc(O)c(O)c1)C(=O)NCc1ccc(Cl)cc1
12) CC(=O)c1ccccc1OC(=O)CCN1C(=O)C2C3C=CC(C4CC34)C2C1=O (stereo unspecified)
13) NC(=O)c1ccsc1NC(=O)COC(=O)/C=C/c1ccc([N+](=O)[O-])cc1
14) O=C(CSc1nc(=O)n2ccccc2n1)N1N=C(c2cccs2)CC1c1ccc(F)cc1 (stereo unspecified)
15) CS(=O)(=O)Nc1cccc(C2=NN(C(=O)c3ccccc3)C(c3cccs3)C2)c1 (stereo unspecified)
16) O=C(O)[C@@H]1CCCN1C(=O)c1ccco1
assay / entry	9	10	11	12	13	14	15	16
HTR5A ag	2	-5	-5	2	-1	-5	2	0
PfHsp90 yeast 2	-22	5	6	-2	-25	nt	-4	-4
HTR5A inv ag	-5	20	12	-15	2	12	-6	8
Ecoli viability	2.7	-2.5	-1.8	0.7	-0.8	-0.8	-2.3	2.6
PKA-R1A act	7	0	-9	1	-11	-1	-5	-1
Pemphigus Ab inh	105	105	91	105	83	108	97	80
OPRM1-OPRD1 ag	-3.0	0.4	-2.7	-0.6	2.1	-3.8	-1.5	-1.3
AddAB inh	4.6	1.7	3.7	1.3	0.0	0.3	-3.4	2.0
phage Ecoli inh	3.3	1.6	3.5	2.5	1.1	2.7	1.6	4.4
MOR-DOR inv ag	18	-2	15	4	-11	20	7	7
SUMO Mot1 rescue	3	-3	-9	-14	119	nt	13	-4

17) O=C(Nc1ccc(OC(F)F)cc1)c1cc(S(=O)(=O)N2CCCCC2)ccc1N1CCOCC1
18) COc1ccc(NS(=O)(=O)c2cccc(C(=O)NN=Cc3cc(Br)c(O)c(Br)c3)c2)cc1
19) C=CCn1c(SCC(=O)c2ccc(O)c(O)c2)nnc1-c1cccc(C)c1
20) COc1cccc(Nc2nnc(SCN3C(=O)c4ccccc4C3=O)s2)c1
21) CCCC(C)C(=O)Nc1ccc(S(N)(=O)=O)cc1 (stereo unspecified)
22) CC1=C([N+](=O)[O-])C(c2ccccc2)NC(=O)N1 (stereo unspecified)
23) Cc1cc(S(=O)(=O)Nc2c(C)nc3nc[nH]n3c2=O)ccc1F
24) CCOC(=O)c1c(NC(=O)/C=C\C(=O)O)sc(C)c1-c1ccccc1
assay / entry	17	18	19	20	21	22	23	24
HTR5A ag	3	0	1	1	3	4	-2	3
PfHsp90 yeast 2	-13	-13	-35	-18	-109	-31	-2	3
HTR5A inv ag	-12	2	16	-9	-8	-12	5	-8
Ecoli viability	-0.2	-3.2	-0.4	1.5	-1.7	0.7	2.2	-3.4
PKA-R1A act	-20	-9	3	-14	-17	1	-9	6
Pemphigus Ab inh	103	126	101	108	117	119	95	101
OPRM1-OPRD1 ag	-1.8	-3.1	-0.4	1.8	-2.5	-2.3	-3.4	-0.4
AddAB inh	0.9	-0.8	0.6	0.4	-2.1	0.0	3.6	0.9
phage Ecoli inh	2.7	0.7	4.1	3.1	-0.8	-0.3	3.4	4.0
MOR-DOR inv ag	9	16	2	-10	15	12	18	3
SUMO Mot1 rescue	nt	18	7	8	11	-3	-14	5

25) COc1ccc(N(CC(=O)Nc2cccc([N+](=O)[O-])c2C)S(C)(=O)=O)cc1OC
26) CC(=O)OC1CCC2(C)C(CCC3C2CC(=O)C2(C)C3CC(C(C(C)=O)C(C)=O)C2C(C)=O)C1 (stereo unspecified)
27) Cc1cc(C(=O)CSc2ncccn2)c(C)n1-c1cccc(F)c1
28) COc1ccc(S(=O)(=O)N2CCCCC2)cc1NC(=O)CN(C)C1CCCCC1
29) O=C(Nc1ccc2c(c1)OCCO2)C(=O)c1c[nH]c2ccccc12
30) CC(C)Cc1csc(NC(=O)c2ccccc2Cl)c1C(=O)O
31) CCCCc1nc(N)c(C#N)c(-c2ccco2)c1CCC
32) CCS(=O)(=O)N1Cc2ccccc2CC1C(=O)Nc1nc2ccc(F)cc2s1 (stereo unspecified)
assay / entry	25	26	27	28	29	30	31	32
HTR5A ag	3	1	-2	-1	1	0	1	10
PfHsp90 yeast 2	-2	-16	-3	nt	3	0	-6	-12
HTR5A inv ag	-11	-3	12	4	-19	-6	7	-14
Ecoli viability	-0.4	nt	-1.5	0.0	2.2	1.8	-2.4	-2.0
PKA-R1A act	-3	-8	-12	-14	2	-3	-12	5
Pemphigus Ab inh	101	107	118	120	nt	nt	102	95
OPRM1-OPRD1 ag	0.1	-0.9	-1.3	5.2	5.7	-2.3	5.5	0.9
AddAB inh	1.7	nt	1.5	6.2	2.0	0.2	3.4	0.3
phage Ecoli inh	2.5	1.9	3.1	-0.5	0.4	-2.0	1.9	-0.6
MOR-DOR inv ag	0	4	7	-25	-31	12	-31	-5
SUMO Mot1 rescue	-16	nt	-8	13	25	-13	-2	16

33) CC(=O)Nc1cccc(-c2csc(Nc3ccc(C)cn3)n2)c1
34) NC1=NC(=O)/C(=C/c2cn(CCC(=O)O)nc2-c2ccc(F)cc2)S1
35) CC1=[N+]([O-])C(C)(C)C(c2ccc(Br)cc2)=[N+]1[O-]
36) O=C(NC1CCCC1)C(c1ccncc1)N(C(=O)c1csnn1)c1cccc(Cl)c1 (stereo unspecified)
37) COC(=O)C1SCC2C(=O)N(Cc3ccc(Cl)cc3)CC(=O)N21 (stereo unspecified)
38) CCS(=O)(=O)Nc1cc(OC)c(OC)cc1Cc1nccc2cc(OC)c(OC)cc12
39) O=C(COc1ccc(S(=O)(=O)N2CCCCC2)cc1)N1CCCCCC1
40) Cc1ccc(-c2nnn(CC(=O)NCCc3ccc4c(c3)OCO4)n2)o1
assay / entry	33	34	35	36	37	38	39	40
HTR5A ag	-1	1	-3	4	-3	1	-4	5
PfHsp90 yeast 2	-5	2	-34	-9	8	29	6	-8
HTR5A inv ag	3	-4	9	-1	9	5	10	4
Ecoli viability	-3.4	-0.4	0.2	-2.1	0.0	-0.7	4.3	0.8
PKA-R1A act	7	12	-4	1	-3	4	-2	-7
Pemphigus Ab inh	93	103	98	112	106	88	111	99
OPRM1-OPRD1 ag	3.1	0.1	0.2	-1.7	-0.8	-2.3	-1.5	-0.5
AddAB inh	-0.2	3.5	3.3	0.9	-0.8	-1.8	3.6	0.4
phage Ecoli inh	2.9	4.2	1.7	2.4	0.8	0.5	-1.1	4.3
MOR-DOR inv ag	-16	0	-1	12	4	12	7	3
SUMO Mot1 rescue	22	12	12	-15	-1	-4	24	329*

Filtered by structure: those above containing bromine.
18) COc1ccc(NS(=O)(=O)c2cccc(C(=O)NN=Cc3cc(Br)c(O)c(Br)c3)c2)cc1
35) CC1=[N+]([O-])C(C)(C)C(c2ccc(Br)cc2)=[N+]1[O-]
assay / entry	18	35
HTR5A ag	0	-3
PfHsp90 yeast 2	-13	-34
HTR5A inv ag	2	9
Ecoli viability	-3.2	0.2
PKA-R1A act	-9	-4
Pemphigus Ab inh	126	98
OPRM1-OPRD1 ag	-3.1	0.2
AddAB inh	-0.8	3.3
phage Ecoli inh	0.7	1.7
MOR-DOR inv ag	16	-1
SUMO Mot1 rescue	18	12

Next section:
41) O=C(N/N=C/C1CC2CCC1C2)C1CC1 (stereo unspecified)
42) CCC(=O)NC(=S)Nc1ccc(S(=O)(=O)NC2CCCCC2)cc1
43) Cc1csc(NC(=O)c2cc(-c3ccncc3)nc3ccccc23)n1
44) O=C(NCc1cccnc1)C1CCC(CNS(=O)(=O)c2ccc(Cl)cc2)CC1 (stereo unspecified)
45) Cc1ccc2cc(CN(CC3CCCO3)S(=O)(=O)c3c(C)ccc4nsnc34)c(=O)[nH]c2c1 (stereo unspecified)
46) COc1ccc(/C=C/c2nc3cc(-c4ccccc4)ccc3o2)cc1O
47) CCCn1c(=O)[nH]c(=O)c2c1nc(-c1ccc(OC(F)(F)C(F)C(F)(F)F)cc1)n2CCOC (stereo unspecified)
48) COc1ccc(Br)cc1S(=O)(=O)N1CC(C)OC(C)C1 (stereo unspecified)
assay / entry	41	42	43	44	45	46	47	48
HTR5A ag	0	0	13	-3	-2	-2	-2	3
PfHsp90 yeast 2	-5	18	-2	-14	nt	-18	8	-7
HTR5A inv ag	-3	0	7	9	-5	5	-13	-1
Ecoli viability	2.5	2.9	1.0	1.5	-0.2	-0.3	-0.8	-1.6
PKA-R1A act	0	-8	0	-11	-11	10	8	-9
Pemphigus Ab inh	98	nt	86	103	96	100	95	nt
OPRM1-OPRD1 ag	-3.3	-1.5	-1.0	-2.2	-1.7	-1.3	6.6	-2.1
AddAB inh	-1.8	2.4	-0.9	1.4	-0.3	2.7	0.8	2.4
phage Ecoli inh	3.1	2.2	2.5	2.5	2.7	6.1	3.7	0.5
MOR-DOR inv ag	18	9	5	11	9	8	-39	13
SUMO Mot1 rescue	374	5	16	-12	-8	-9	nt	41

49) COc1ccccc1NC(=O)Nc1ccnn1C1CCCCC1
50) O=C(CNC(=O)c1ccc(Br)o1)NCc1ccc2c(c1)OCO2
51) CC(=O)c1c(C)nc2ccccn12
52) CC1CCN(C(C)C(=O)Nc2ccc(S(=O)(=O)N3CCCC3)cc2)CC1 (stereo unspecified)
assay / entry	49	50	51	52
HTR5A ag	2	-2	3	-2
PfHsp90 yeast 2	-5	38	12	-7
HTR5A inv ag	-20	-8	6	6
Ecoli viability	0.1	-1.5	-1.9	-4.0
PKA-R1A act	-2	-1	2	-5
Pemphigus Ab inh	97	109	121	109
OPRM1-OPRD1 ag	-2.2	-2.5	-4.2	-2.3
AddAB inh	-1.4	2.2	2.7	1.3
phage Ecoli inh	0.7	2.1	1.3	1.2
MOR-DOR inv ag	12	10	19	10
SUMO Mot1 rescue	-12	1	11	nt
